# From PubChem BioAssay
# Cneo AK release – Cryptococcus neoformans cell lysis inducers, primary screen, AK release luminescence, single concentration. C. neoformans lysis, adenylate kinase release luminescence, 4 h; normalised: neutral wells 0, clomiphene wells 100. lysis activity, % at 15 µM. 360,000 tested, 0.2% active. AID 651654, 2012;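 active = mean lysis activity across replicates of at least 80%, whatever share of replicates individually reach that level; inactive = mean lysis activity below 80%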
#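 Material: C. neoformans cells | Amount: Yeast cell density of 5 × 10^6 cells/mL | Medium: Fresh YPD growth medium | Dosing: Single dose | Times: Static 4 h at 37 °C with compound, 1 h detection | Detection: AK luminescence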
# PGC1a acetyl inh – inhibitors of PGC1a acetylation signal, primary screen, cell-based, U2OS, AlphaScreen, inhibitor mode; 350,000 tested, 0.17% active; inhibition, % at 15.6 µM; AlphaScreen anti-acetyl-lysine; with virally co-expressed GCN5 acetyltransferase; AID 651687, 2012;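 active = every replicate shows inhibition of at least 40%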;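 also: 0% = neutral control wells and 100% = positive control wells; some results beyond the cut were filed as inactive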
# RAD54 branch – inhibitors of human RAD54 branch migration, primary screen, biochemical, fluorescence, single point. inhibition, % at 10.4 µM. RAD54 Holliday junction branch migration, FAM/BHQ fluorescence. AID 602329, 2012. 360,000 tested, 0.14% active. DNA repair and recombination protein RAD54-like (Homo sapiens), Q92698;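 active = mean normalized replicate activity at least 40 and at least half of replicates scoring 40 or more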;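 also: 0% = median of neutral control wells and 100% = median of positive control wells; inhibitors cause a drop in the FAM fluorescence signal; in these data hits start at about 50%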
# E-sel inducer – E-selectin induction in HUVECs, primary screen, imaging, HUVEC, immunofluorescence imaging, single point; P16581; normalized: neutral wells 0, TNF-alpha wells 100; activation, % at 7.58 µM; 260,000 tested, 0.37% active; AID 686992, 2013;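 active = mean E-selectin-positive cell signal at least 10% of the positive control, reached in at least 60% of replicates, without over 20% cell loss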;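 also: in these data hits start at about 27%; measured in HUVEC primary endothelial cells; signal is the percent of cells scored E-selectin positive by PE staining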
# Target sequence (P16581 whole entry, looked up): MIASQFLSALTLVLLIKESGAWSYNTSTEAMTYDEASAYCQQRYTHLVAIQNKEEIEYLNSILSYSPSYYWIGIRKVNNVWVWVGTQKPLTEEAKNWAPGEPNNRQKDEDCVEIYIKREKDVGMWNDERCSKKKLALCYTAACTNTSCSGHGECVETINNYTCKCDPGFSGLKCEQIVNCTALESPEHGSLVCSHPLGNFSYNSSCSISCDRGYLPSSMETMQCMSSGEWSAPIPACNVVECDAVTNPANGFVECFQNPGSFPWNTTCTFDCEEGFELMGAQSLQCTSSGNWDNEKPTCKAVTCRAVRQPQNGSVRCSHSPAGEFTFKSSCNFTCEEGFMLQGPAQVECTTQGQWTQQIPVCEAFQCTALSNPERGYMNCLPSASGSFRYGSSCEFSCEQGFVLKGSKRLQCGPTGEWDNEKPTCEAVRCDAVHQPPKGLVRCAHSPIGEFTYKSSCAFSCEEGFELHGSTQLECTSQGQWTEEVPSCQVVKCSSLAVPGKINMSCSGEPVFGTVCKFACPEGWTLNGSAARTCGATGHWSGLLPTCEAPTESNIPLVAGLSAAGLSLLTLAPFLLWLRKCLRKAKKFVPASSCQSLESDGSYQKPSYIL
#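 assay system = HUVEC, human umbilical vein endothelial cells | input = 3,000 HUVEC seeded per well | medium = EGM-2 growth medium on 0.1% gelatin-coated wells | dosing = one compound dose added by pin transfer | signal = immunofluorescence imaging | read-out basis = % PE-positive cells | control set = TNF-alpha, DMSO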
# RAD52 anneal inh – RAD52 DNA annealing inhibitors, primary screen, biochemical, FRET, single point, set 2; recombinant RAD52 DNA annealing, FRET fluorescence; 360,000 tested, 0.46% active; DNA repair protein RAD52 homolog (Homo sapiens), P43351; inhibition, % at 18.7 µM;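 active = every replicate showing at least 50% inhibition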
# Target sequence (P43351 whole entry, looked up): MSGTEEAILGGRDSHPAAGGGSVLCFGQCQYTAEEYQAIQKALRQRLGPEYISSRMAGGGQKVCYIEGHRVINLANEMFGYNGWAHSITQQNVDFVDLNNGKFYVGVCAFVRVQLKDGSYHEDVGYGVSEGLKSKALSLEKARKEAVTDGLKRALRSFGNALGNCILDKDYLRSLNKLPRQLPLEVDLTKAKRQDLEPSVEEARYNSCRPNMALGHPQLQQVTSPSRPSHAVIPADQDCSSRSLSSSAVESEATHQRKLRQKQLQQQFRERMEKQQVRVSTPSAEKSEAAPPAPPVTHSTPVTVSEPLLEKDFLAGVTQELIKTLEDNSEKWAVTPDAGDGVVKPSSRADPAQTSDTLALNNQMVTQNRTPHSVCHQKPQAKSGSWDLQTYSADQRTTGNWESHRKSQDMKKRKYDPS
# PglD inh – C. jejuni PglD acetyltransferase inhibitors, primary screen, biochemical, DTNB colorimetric, single point. purified PglD enzyme, DTNB colorimetric CoA detection. AID 602405, 2012. 360,000 tested, 0.098% active. inhibition, % at 12.5 µM; in the data active = inhibition above about 16%, passing the limit was not always enough; also: strong numbers were not always called active
# miR-122 sensor – miR-122 Renilla sensor signal increase in Huh7, primary screen, miR-122 inhibitor project, cell-based, single point, plate reader. 340,000 tested, 0.3% active. Huh7 miR-122 Renilla luciferase sensor, 48 h; neutral wells = 0, positive control = 100. activation (reporter increase), % at 12.5 µM. AID 602342, 2012;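 active = mean replicate activation score at least 90 and every replicate individually at or above 90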;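 also: higher luciferase means less miR-122 activity so hits act as miR-122 inhibitors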
# ERAP1 inh – human ERAP1 aminopeptidase inhibitors, primary screen, biochemical, single point, plate reader; Endoplasmic reticulum aminopeptidase 1 (Homo sapiens), Q9NZ08; recombinant ERAP1, Leu-AMC fluorescence, 60 min; inhibition, % at 10.7 µM; 340,000 tested, 0.15% active;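 active = mean replicate inhibition of at least 30%, or all replicates individually reaching that 30% level; inactive = mean below 30% and not every replicate reaching it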;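 also: 0% = neutral control wells and 100% = L-leucinethiol positive control wells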
# Numbers without * were called inactive; · = no result given; [ ] = dose if it differs, or a comment.
entry	molecule	Cneo AK release	PGC1a acetyl inh	RAD54 branch	E-sel inducer	RAD52 anneal inh	PglD inh	miR-122 sensor	ERAP1 inh
1	COc1ccc(N(C(=O)Cn2cnc3ccccc32)C(C(=O)NC2CCCCC2)c2ccccc2)cc1 (configuration not stated)	2	-8	3	·	·	-4	-17	·
2	O=C1CCCC2=C1C(c1cccc(Br)c1)n1nc(-c3ccco3)nc1N2 (configuration not stated)	0	-1	2	0.5	-9	0	4	1
3	COCCN1CCN(c2c3c(nc4cc(-c5cccc(F)c5)nn24)CCC3)CC1	-1	-10	9	·	·	1	-2	·
4	CCc1ccc(CN(C)C(=O)c2ccc3c(c2)OCCO3)cc1	0	-14	-16	-0.1	-5	-6	4	1
5	COc1ccc(Cl)cc1NC(=O)NC(C)c1ccncc1 (configuration not stated)	-1	4	3	·	·	3	-5	·
6	O=C(C1CC1)N1[C@H](CO)[C@H]2c3ccccc3NC[C@H]21	40	-8	-4	-0.1	-2	-3	20[16.7 µM]	0
7	NC(=O)CC(NC(=S)NCc1ccccc1)C(=O)O (configuration not stated)	0	4	0	0.2	·	2	-4	·
8	COc1ccc(CSCC(=O)N/N=C/c2ccccc2OCc2ccccc2)cc1	-1	3	7	·	·	-1	-5	·
9	COCc1nc2oc3ccccc3c(=O)c2cc1C(=O)OC	-1	-3	19	-0.2	-15	-1	-2	0
10	O=C(c1cc(-c2ccccc2)on1)N1CCCc2ccccc21	·	6	·	·	-47	·	2	1
11	c1ccc2c(c1)CC/C2=N/Nc1nc2ccccc2[nH]1	10	-1	2	0.1	-10	-7	-14	-11
12	CCCc1nc(SCc2ccccn2)c2c(=O)n(C)c(=O)n(C)c2n1	2	·	0	·	6	-6	·	0
13	C[C@H]1CN([C@@H](C)CO)C(=O)c2cccc(NC(=O)NC3CCCCC3)c2O[C@@H]1CN(C)CC1CC1	8	-28	5	11	7	1	1[16.7 µM]	0
14	CCS(=O)(=O)N1CCN(C(C)CCc2ccccc2)CC1 (configuration not stated)	-2	·	-4	·	·	1	46	·
15	COc1ccc(-c2ccc3c(c2)[C@@H]2[C@@H](CCN2C(=O)c2cnccn2)[C@@H](CO)N3)cc1	-1	2	1	-0.2	7	5	-2[16.7 µM]	1
16	COc1ccccc1/C=C/C=N/n1c(-c2cc(-c3ccccc3)n[nH]2)n[nH]c1=S	0	-16	1	-0.6	-2	5	·	-2
17	C[C@H](CO)N1C[C@H](C)[C@@H](CN(C)C)Oc2cc(C#Cc3cccc(F)c3)ccc2S1(=O)=O	2	-18	3	-0.5	24	8	12[16.7 µM]	4
18	CCCNS(=O)(=O)c1ccc(OCC(=O)Nc2ccccc2F)cc1	-1	-4	9	·	·	-1	44	·
19	O=C(C1CCOCC1)N1CC(=O)N2[C@H](C1)[C@@H](c1ccc(C#Cc3cccc(F)c3)cc1)[C@@H]2CO	·	0	·	-0.3	-11	·	·	-1
20	O=C(Nc1ccc(N2CCOCC2)cc1N1CCOCC1)c1ccc([N+](=O)[O-])cc1Cl	0	·	3	2.4	3	7	·	3
21	COc1ccc(Br)c(C(=O)N2CCN(S(=O)(=O)/C=C/c3ccccc3)CC2)c1	9	-11	-4	-0.2	-10	-1	-7	-1
22	C[C@H](CO)N1C[C@H](C)[C@H](CN(C)S(=O)(=O)c2ccccc2)Oc2ccc(NC(=O)CCN3CCOCC3)cc2CC1=O	-3	-8	-2	-2.2	-7	-3	2[16.7 µM]	2
23	COc1ccc(OC)c(C(=O)c2coc3ccc(O)cc23)c1	-1	-12	5	·	·	6	1	·
24	Cc1cccc(NNC(=S)Nc2c(C)cccc2C)c1	2	·	5	·	-6	2	4	2
25	NNC(=S)Nc1ccc(OC(F)(F)F)cc1	·	2	·	0.0	-5	·	·	-4
26	O=C(C[C@@H]1C[C@H]2c3cc(NC(=O)NC4CCCC4)ccc3O[C@H]2[C@@H](CO)O1)NCCc1ccccc1	1	0	-21	0.0	2	-2	1[16.7 µM]	0
27	O=S(=O)(Nc1ccc(Br)cc1)c1cccc(NC(=S)NCCN2CCOCC2)c1	0	·	3	-0.1	-30	3	·	-14
28	Cc1ccccc1CN1CCN(C(=O)c2ccc(S(=O)(=O)NCc3ccco3)cc2)CC1	4	0	-2	-0.1	-15	5	17	-2
29	O=C(C1CCOCC1)N1CC(=O)N2[C@H](C1)[C@H](c1ccc(C#CC3CCCC3)cc1)[C@@H]2CO	·	-3	·	-0.6	-6	·	·	3
30	O=C(O)C[C@H]1C[C@H]2c3cc(NS(=O)(=O)c4ccccc4)ccc3O[C@H]2[C@@H](CO)O1	·	3	·	-0.7	3	·	·	-1
31	Cc1ncsc1C(=O)N1N=C2/C(=C/c3ccc(N4CCOCC4)cc3)CCCC2C1c1ccc(N2CCOCC2)cc1 (configuration not stated)	3	34	-3	·	·	0	-11	·
32	CCOc1ccccc1Oc1coc2cc(OC(=O)c3ccco3)ccc2c1=O	16	-1	-2	·	·	-2	-1	·
33	COCCn1c(SCC(=O)Nc2ccc3[nH]c(=O)[nH]c3c2)nc2ccccc21	-5	3	0	0.0	-4	7	·	3
34	CC1CCCN(C(=O)CCCNC(=O)c2ccc(Cl)cc2)C1 (configuration not stated)	5	8	0	·	2	-5	-9	3
35	COCC(=O)N(C)C[C@H]1Oc2ncc(-c3ccc(F)cc3)cc2C(=O)N([C@H](C)CO)C[C@@H]1C	-1	12	-11	0.2	7	1	0[16.7 µM]	-4
36	CCCOc1ccc(C(=O)NNC(=O)CCNC(=O)c2ccco2)cc1OC	-1	·	-8	·	-5	-3	·	0
37	C[C@@H]1CCCCO[C@H](CN(C)Cc2ccc(C(=O)O)cc2)[C@@H](C)CN([C@H](C)CO)C(=O)c2cc(NC(=O)c3ccncc3)ccc2O1	1	0	6	0.2	48	2	3[16.7 µM]	3
38	Cc1noc(C)c1S(=O)(=O)Nc1ccc2c(c1)CC(=O)N([C@H](C)CO)C[C@H](C)[C@@H](CN(C)Cc1ccccc1)O2	-2	·	-4	-0.3	16	-1	-2[16.7 µM]	-2
39	C[C@H](CO)N1C[C@H](C)[C@@H](CN(C)S(=O)(=O)c2cccs2)Oc2ccc(NC(=O)CCCN(C)C)cc2C1=O	1	16	10	-3.8	-2	-8	-1[16.7 µM]	2
40	CCN(CC(=O)NCc1ccc(Cl)cc1)C(=O)CSCC(=O)Nc1cccc(C)c1	-1	-4	-10	-0.7	-7	-8	5	2
41	C(=C\c1ccccn1)/c1cccnc1	-1	·	4	-0.1	-19	-2	·	-1
42	COc1cccc(/C=C(\C#N)C(=O)NC2CCS(=O)(=O)C2)c1 (configuration not stated)	-4	-1	-10	·	-18	-1	-3	3
43	O=C(NCC(c1cccs1)N1CCOCC1)C1CCN(S(=O)(=O)c2cc(Cl)ccc2Cl)CC1 (configuration not stated)	2	7	-17	0.3	-26	0	-9	-2
44	COc1ccc(CN2C(=O)[C@@H]3C(c4ccccc4Cl)=NO[C@@H]3C2=O)cc1	3	·	9	·	·	10	-2	·
45	C[C@H]1CN([C@@H](C)CO)C(=O)c2cc(-c3cccc(C#N)c3)cnc2O[C@H]1CN(C)Cc1cncnc1	·	3	-12	-0.2	4	-1	6[16.7 µM]	3
46	O=C(Nc1cccc(-c2cnc3ccccc3n2)c1)c1ccc(Cl)cc1	0	-1	16	·	-10	1	5	5
47	CCCOC(=O)CCCC[C@H]1SC[C@@H](NC(=O)OC)[C@H]1NC(=O)OC	2	4	13	·	·	-3	3	·
48	Oc1ccccc1N1CCN(c2ncccn2)CC1	1	1	-2	·	-10	1	-4	-1
49	CCOC(=O)c1cn(CC(=O)Nc2ccc(OC)cc2OC)nn1	2	12	1	1.5	-11	5	10	9
50	CN1CCN(c2ccc(S(=O)(=O)N3CCOCC3)cc2NC(=O)Cc2ccccc2F)CC1	0	5	-10	·	1	3	6	-3

# (further entries)
entry	molecule	Cneo AK release	PGC1a acetyl inh	RAD54 branch	E-sel inducer	RAD52 anneal inh	PglD inh	miR-122 sensor	ERAP1 inh
51	Cc1ccccc1C(=O)NC(=S)Nc1ccc(S(=O)(=O)N(C)c2ccccc2)cc1	1	-18	-1	·	·	-2	4	·
52	COc1cccc(C(=O)C2CCCN(Cc3cccc(-n4cccn4)c3)C2)c1 (configuration not stated)	-2	-4	-21	1.8	-33	-5	5	0
53	COC(=O)c1ccc2nc3c(cc2c1)[C@@H]1CCN2C(=O)CCC[C@H](C3)[C@H]12	1	-15	-18	·	-8	-10	0	2
54	COc1ccc(/C(N)=N/OC(=O)/C=C/c2ccccc2)cc1	-1	·	2	·	12	-3	-15	6
55	COC(=O)c1sccc1NC(=O)CC1C(=O)NCCN1C(=O)Nc1ccc(C(F)(F)F)cc1 (configuration not stated)	-1	·	-2	0.4	-9	-8	2	0
56	CCOC(=O)C1=C(CN2CCc3ccccc32)NC(=O)NC1c1cc(C)ccc1C (configuration not stated)	0	-23	3	·	·	-5	-1	·
57	CN1CCN(c2ccc(S(=O)(=O)N3CCCCC3)cc2NC(=O)CSCc2ccccc2)CC1	0	·	-2	-0.2	-14	-7	0	1
58	COc1ccccc1N1CCN(CCCn2c(=S)[nH]c3ccccc3c2=O)CC1	0	-12	8	·	-1	0	·	3
59	CC(C)(C)C(=O)NNC(=O)CCCOc1ccc(Cl)cc1Cl	1	-22	-8	·	·	-6	-3	·
60	C[C@H]1CN([C@@H](C)CO)C(=O)c2cc(NC(=O)CCCN(C)C)ccc2O[C@H]1CN(C)C(=O)NC1CCCCC1	-3	5	-4	-0.1	-35	9	1[16.7 µM]	0
61	COC(=O)C(C)Sc1nc2c(c(=O)[nH]c(=O)n2C)n1CCCc1ccccc1 (configuration not stated)	3	52	1	·	·	-5	-2	·
62	COc1cc(-c2nnc(CSc3nnc4nc(C)cc(C)n34)o2)cc(OC)c1OC	3	-6	-5	·	·	0	-1	·
63	O=C(c1[nH]c(C(F)(F)F)nc1-c1ccccc1)N1CCN(c2ccccn2)CC1	1	-3	6	1.4	-7	-1	4	-7
64	CSc1ncccc1C(=O)OCC(=O)N1CCN(C(=O)c2ccco2)CC1	2	4	2	0.8	-16	1	·	-2
